Compound activity as filed in PubChem.
Tn7 DDE FP: disrupts Tn7 cyclic peptide binding to fibrin D-Dimer-E complex | P02675 | FP displacement of FITC-Tn7 peptide from fibrin DD(E); 0% = median of compound wells per plate | inhibition, % at 8.3 µM | 370,000 tested, 0.13% active;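 active = inhibition above the mean of compounds falling within the control limits plus 3 SD of them, cut at about 14% in these data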;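 also: 0% = plate median of compound wells and 100% = 10 µM Aha-Tn7 peptide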
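Measure: % inhibition scaled between sample-field median and high-control FP; Test system: human fibrin DD(E); Quantity: 2 µM final DD(E) protein; Doses: one dose, 8.3 µM nominal; Schedule: compound with protein 10 min, then 3 h after probe, room temperature; Detection: fluorescence polarization; Medium: Tris buffer with calcium and detergent, pH 7.8.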
ARFGAP1 inhibitor: inhibits rat ARF GTPase activating protein 1 | Q62848 | Arfgap1-stimulated ARF1 GTP hydrolysis, GDP FP detection | inhibition, % at 16.5 µM | 360,000 tested, 0.26% active;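 active = inhibition above a per-plate limit, mean inhibition of low control wells plus 3 SD, cut at about 25% in these data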;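 also: 0% = DMSO wells with enzyme and 100% = wells lacking Arfgap1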
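Material – truncated rat Arfgap1 GAP domain · Buffer or medium – HEPES-based buffer, pH 7.5 · Reagent – human ARF1(Δ1-17)-GTP substrate · Dosing – 16.5 µM single point, 1.26% DMSO · Schedule – GTP hydrolysis reaction 2 h at 25 °C · Technique – GDP detection by fluorescence polarization · Benchmarks – No-Arfgap1 wells (100%) versus DMSO full-reaction wells (0%) · Repeats – single replicate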
PLCg1 inh: PLC-gamma1 (human) inhibition, primary screen. purified PLC-gamma1, fluorogenic substrate, fluorescence. inhibition, % at 12.2 µM. 370,000 tested, 0.84% active. AID 720700; in the data active = inhibition above about 9.5%
HGIII-sPLA2 inh: Blocks human group III sPLA2 activity; QFRET BODIPY PC-A2 liposome hydrolysis, fluorescence; inhibition, % at 12.2 µM; 370,000 tested, 0.56% active; Q9NZ20;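 active = inhibition above mean plus 3 SD of compounds lying within the high and low control bounds, cut at about 19% in these data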;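 also: 0% = median of test compound wells and 100% = no enzyme DMSO wells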
Rev-erbA mod: modulates human Rev-erb alpha binding to DNA. AID 1259318. P20393. activity, % at 10 µM. 370,000 tested, 0.79% active. Rev-erbα–FITC-DNA binding, fluorescence polarization, 90 min;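 active = activity above about 14%, limit read from the data; passing the limit was not always enough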;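 also: 0% = DMSO wells with 35 nM protein and 100% = DMSO wells with 750 nM protein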
PLC-beta3 inh: blocks human PLC-beta3 enzyme activity; Purified PLC-beta3, fluorogenic substrate, fluorescence; inhibition, % at 12.2 µM; AID 720704; 370,000 tested, 0.18% active; Q01970; in the data active = inhibition above about 11%;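 also: 0% = median of compound wells on plate and 100% = full blocker control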
Tn6 DDE FP: inhibitors of Tn6 peptide binding to human fibrin DD(E); P02675; Fibrin DD(E) TRITC-Tn6 fluorescence polarization displacement; inhibition, % at 8.3 µM; 370,000 tested, 0.21% active; AID 720509;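 active = inhibition above a per-campaign cutoff: mean of compounds within control limits plus 3 SD, cut at about 15% in these data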;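 also: 0% = median of all compound wells on the plate and 100% = blocking peptide control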
KLK7 zymogen act: activates the human kallikrein-7 zymogen; P49862; purified proKLK7, EDANS-DABCYL substrate fluorescence; 100% is mature enzyme control, 0% vehicle; activation, % at 7 µM; 370,000 tested, 0.9% active; AID 652039;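 active = activation above the mean of all tested compounds plus 3 SD, computed per campaign excluding outliers beyond control limits, cut at about 13% in these data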
UHRF1 binding: UHRF1 methyl-DNA binding inhibition. 370,000 tested, 0.75% active. inhibition, % at 4.4 µM. Q96T88. UHRF1 binding to methylated oligo, TR-FRET. AID 687016; in the data active = inhibition above about 21%;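 also: UHRF1 SRA domain binding a hemimethylated CpG hairpin DNA probe; 0% = median of test compound wells and 100% = reference inhibitor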
ASAP1 inh: inhibitors of human ASAP1 ArfGAP activity; Q9ULH1; ASAP1-stimulated ARF1 GTP hydrolysis, GDP FP detection; inhibition, % at 16.5 µM; 360,000 tested, 0.19% active; AID 624377; in the data active = inhibition above about 25%;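 also: 0% = vehicle with enzyme and substrate and 100% = no enzyme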
Starred values were filed as active, the others as inactive; / = no result given.

SMILES	Tn7 DDE FP	ARFGAP1 inhibitor	PLCg1 inh	HGIII-sPLA2 inh	Rev-erbA mod	PLC-beta3 inh	Tn6 DDE FP	KLK7 zymogen act	UHRF1 binding	ASAP1 inh
CN(CC(=O)N1CCOCC1)C(=O)CSc1nc2ccccc2s1	3	0	-3	11	-2	-5	-10	-0.1	6	9
COc1cccc(NC(=O)N2CCC(NC(=O)C3CCCCC3)CC2)c1	-1	10	0	1	-1	-1	6	0.2	-2	5
N#C/C(=C/Nc1ccccc1C(=O)O)C(N)=O	12	-7	-1	1	3	-9	3	0.2	1	12
CSc1nncc(=O)[nH]1	-6	0	1	2	-1	1	-3	0.0	1	-2
COC(=O)C1=CN(CC2CCCO2)C=C(C(=O)OC)C1c1cc(OC)c(OC)c(OC)c1 (stereo not drawn)	1	2	-346	4	-4	-473	6	16*	0	-12
Cc1cnc(NC(=O)CCc2ccccc2)s1	-4	-7	-31	0	-3	-1	7	0.4	0	3
CC(OC(=O)CCCOc1ccccc1)C(=O)Nc1ccc(Cl)cn1 (stereo not drawn)	-5	-6	0	3	4	-8	7	-0.6	-2	0
O=c1cc(-c2ccccc2)c2c(O)cc(O)cc2o1	0	-1	-65	-3	-1	-80	-6	-1.0	-2	2
CCOc1cc(CNCC(C)C)c(Cl)cc1OCC(=O)Nc1ccccc1	-2	4	-1	-6	3	-3	-5	-0.3	0	8
Cn1c(N2CCN(c3ccccn3)CC2)nc2c1c(=O)n(Cc1ccc(Cl)cc1)c(=O)n2C	-5	2	-3	-3	3	-2	-1	-0.2	10	0
CCc1c(C)nc(SCC(=O)N2CCCCC2)[nH]c1=O	5	0	-2	-1	-4	-9	-2	-0.2	4	-1
Cc1ccc(-n2c(SCC(=O)OC(C)C)nnc2-c2ccncc2)cc1	0	2	1	0	1	1	-3	0.2	0	-15
Cc1ccnc(N2CCN(c3cc(C)c(C#N)c4nc5ccccc5n34)CC2)c1	-2	7	-15	3	1	-19	4	-0.4	-2	-6
COc1ccc(/C=C(\C#N)C(=O)OCC(=O)NCc2ccccc2)cc1	0	13	-1	2	4	0	6	-0.2	4	-5
CC(C)CCn1c(SC(C)C(=O)NC2CC2)nc2ccccc2c1=O (stereo not drawn)	-2	3	2	-7	10	-3	1	-0.3	0	-8
Cc1ccc2c(c1)C1CN(C)CCC1N2C(=O)COc1ccc(N(C)S(=O)(=O)c2cccs2)cc1 (stereo not drawn)	11	12	-1	-8	-5	-4	6	0.7	-3	11
C/C(=N\NC(=O)C(C)n1nc(C)c([N+](=O)[O-])c1C)c1ccccc1O (stereo not drawn)	-1	3	-2	8	4	-1	4	-0.7	-1	6
N#CCCN1CCCN(CCC#N)CCN(CCC#N)CCCN(CCC#N)CC1	2	5	-1	4	0	-6	1	-0.1	0	10
CC(C)(C)C1CCC(=NNS(=O)(=O)c2ccc(Br)cc2)CC1 (stereo not drawn)	-2	12	1	-4	-7	-1	-2	-0.1	0	11
O=C(COC(=O)c1ccc(S(=O)(=O)N2CCCCC2)cc1)NCc1ccco1	6	3	3	-3	2	1	-4	-0.3	0	4
COc1cc(C2Nn3c(nnc3-c3ccccc3OC)S2)ccc1O (stereo not drawn)	-8	6	4	13	3	3	-10	-0.1	2	-10
COc1ccc(/C(N)=N/OC(=O)CSc2ccccc2)cc1OC	-1	7	-2	-16	-2	-3	3	0.6	-1	10
O=C(Nc1cc(Cl)cc(Cl)c1)C1CC(=O)N(C2CCCC2)C1 (stereo not drawn)	2	1	-1	-14	0	-3	2	0.0	-2	-4
Cc1cccc(NC(=O)N[C@@H](C)C(=O)O)c1	2	6	2	7	-9	3	4	-0.4	1	2
CC1(C)C2CCC(C2)C1(C)NC(=O)CN1CCN(Cc2ccccc2)CC1 (stereo not drawn)	-4	6	0	-3	0	-2	1	-0.5	1	-4
CN(C)C(=O)CSc1nnc2sc3ccccc3n12	3	-2	1	-4	2	2	7	-0.5	-2	3
C#CCOCCOCCOCCNc1nc(N2CCN(C(=O)[C@H](CCCCN)n3cc([C@@H](N)C(C)CC)nn3)CC2)nc(N2CCN(C(=O)[C@H](CCCCN)n3cc([C@@H](N)CC(C)C)nn3)CC2)n1 (stereo partly drawn)	-6	6	8	-14	4	2	5	0.5	11	-5
O=S(=O)(Nc1ccc(-c2ccc3nncn3n2)cc1)c1cc(F)ccc1F	4	6	-74	1	-7	-77	-1	-0.1	0	-3
O=C(O)c1cc(N2C(=O)CCC2=O)ccc1Cl	0	-1	-1	3	-2	-5	-8	-0.4	18	-19
CCC(C)NC(=O)c1cnn2c1NC(c1ccc3c(c1)OCO3)CC2C(F)(F)F (stereo not drawn)	-6	-4	1	-8	-2	1	1	-0.1	-2	9
O=C(OC1CCOC1=O)c1ccc(Cl)c(S(=O)(=O)N2CCOCC2)c1 (stereo not drawn)	-10	-1	-1	5	-12	-4	-2	-0.2	2	-21
Cc1ccc(O)c(C(=O)/C=C/c2ccc3c(c2)OCCCO3)c1	-1	2	-5	5	0	-16	-2	0.4	4	4
COc1cc(/C=C/C(=O)OC2CC3CCC2(C)C3(C)C)ccc1O (stereo not drawn)	2	-8	-51	-18	-1	-56	-3	0.1	-2	-9
CCn1c2ccccc2c2cc(NC(=O)COC(=O)c3cccc(F)c3)ccc21	1	/	-1	3	0	1	7	0.1	2	/
O=S(=O)(c1ccccc1)N1CC=C(c2ccccc2)CC1	-4	-8	-3	-8	0	-9	8	-0.6	-1	4
CCN1C(=O)[C@H]2[C@@H](c3ccc(-c4ccc(Cl)c(Cl)c4)c(OC)c3)N[C@@](Cc3ccccc3)(C(=O)OC)[C@H]2C1=O	-5	8	0	4	0	-2	-7	-0.8	1	-1
O=C(Nc1cccc(O)c1)c1cccc(NC(=O)c2cccs2)c1	-1	19	-1	-15	4	-7	-3	-0.4	-2	-2
O=C(CC(c1ccccc1)c1cc(Br)ccc1O)NCCCN1CCOCC1 (stereo not drawn)	-3	3	-1	-8	-1	-5	2	-0.1	-2	-3
CC1CCN(C(=O)CN2C(=O)NC(c3ccccc3)(c3ccccc3)C2=O)CC1	1	5	13*	2	-4	2	7	-0.3	5	5
O=C1CSC(=S)N1N=Cc1c(O)ccc2ccccc12	-18	-3	-25	12	-1	-38	6	0.0	-9	-9
CC(=O)Nc1ccc(S(=O)(=O)NCC(=O)OCC(=O)Nc2sccc2C(N)=O)cc1	8	2	0	11	2	-6	4	-0.3	0	15
C=CCn1c(Cc2c(C)[nH]c3ccccc23)nnc1SCC(=O)NCc1ccc(F)cc1	-4	9	-45	-24	3	-55	3	5.9	2	-1
N#Cc1ccc(-c2c(-c3ccccc3)ncc3cc(F)ccc23)cc1	-3	3	-7	1	1	-15	-2	1.0	-4	0
COCCCN1C(=O)C(CC(=O)NCCCCc2ccccc2)CC(C(=O)N(C(C)C)C(C)C)=C1C (stereo not drawn)	1	4	-2	6	-1	-1	-9	-0.4	2	7
COC(=O)c1ccc2c(=O)n(CCCCCC(=O)NCCNC(C)=O)c(=O)[nH]c2c1	-3	10	-129	8	-2	-194	-9	-8.6	4	-9
